D2 antag = D2 dopamine receptor (human) antagonism; P14416; HEK293 TREx D2 cells, calcium flux, dopamine EC80; inhibition, % at 10 µM; 340,000 compounds, 2% hits; AID 485344; in the data active means inhibition above about 30%; further: 0% is about no effect
Target sequence (P14416 whole entry, looked up): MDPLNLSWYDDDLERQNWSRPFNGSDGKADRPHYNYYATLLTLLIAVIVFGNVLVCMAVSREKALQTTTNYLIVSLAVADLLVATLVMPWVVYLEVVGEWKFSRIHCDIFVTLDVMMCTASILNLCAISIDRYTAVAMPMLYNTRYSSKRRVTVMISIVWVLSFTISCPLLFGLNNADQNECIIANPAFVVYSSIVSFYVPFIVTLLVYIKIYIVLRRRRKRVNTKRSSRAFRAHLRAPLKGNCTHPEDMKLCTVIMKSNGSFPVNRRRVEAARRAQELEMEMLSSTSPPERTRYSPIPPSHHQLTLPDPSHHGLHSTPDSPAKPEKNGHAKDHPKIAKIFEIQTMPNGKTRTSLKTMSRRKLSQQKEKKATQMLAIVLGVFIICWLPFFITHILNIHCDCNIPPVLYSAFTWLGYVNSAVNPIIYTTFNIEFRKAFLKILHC
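Measurement of antagonist activity uses fluorescent calcium dye in inducible HEK293 T-REx D2 cells: 10 s baseline, compound addition with 180 s read, EC80 dopamine addition with a further 180 s read.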
TRHR ag = activates the human TRH receptor | P34981 | TRHR cells, calcium flux fluo-8, FDSS agonist mode | activation, % at 2 µM | 360,000 compounds, 0.18% hits; further: 0% is about no effect
Target sequence (P34981 whole entry, looked up): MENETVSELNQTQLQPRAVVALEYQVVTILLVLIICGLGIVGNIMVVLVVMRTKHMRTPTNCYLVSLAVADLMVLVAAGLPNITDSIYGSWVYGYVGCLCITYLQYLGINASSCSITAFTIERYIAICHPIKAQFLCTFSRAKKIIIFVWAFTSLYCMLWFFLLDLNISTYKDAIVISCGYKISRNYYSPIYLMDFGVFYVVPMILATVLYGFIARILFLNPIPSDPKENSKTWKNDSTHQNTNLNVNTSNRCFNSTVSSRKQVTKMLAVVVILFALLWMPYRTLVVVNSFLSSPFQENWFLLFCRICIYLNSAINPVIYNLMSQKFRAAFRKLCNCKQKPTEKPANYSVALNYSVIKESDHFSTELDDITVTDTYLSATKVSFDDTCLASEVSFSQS
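Read-out: compound-evoked intracellular calcium rise in TRHR cells, fluo-8 dye, kinetic FDSS fluorescence at 1 s/cycle following a 10-cycle baseline. Cells cultured overnight before dye loading (30 min–1.5 h, RT).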
TRHR PAM = TRH receptor (human) allosteric enhancement | P34981 | TRHR cells, fluo-8 calcium fluorescence, EC20 TRH enhancement | enhancement, % at 2 µM | 360,000 compounds, 0.66% hits; in the data active means enhancement above about 30%; further: 0% is about no effect
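Enhancer read-out: after compound pinning and an initial kinetic agonist-mode read, an EC20 of TRH (10 nM final) was injected and fluo-8 calcium signal (Ex 480/Em 530) followed at 1 s/cycle for 100 cycles in TRHR-expressing cells.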
D1 antagonist = antagonists of human D1 dopamine receptor; HEK293 TREx D1 cells, calcium flux, dopamine EC80; hits give low values; P21728; activity change, negative = inhibition, % at 10 µM; AID 504652; 360,000 compounds, 3.2% hits; in the data active means activity change below about -30%; further: on the % scale 0 is the no-effect control and ±100 the full control effect
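Tetracycline-induced HEK293 Trex D1 cells, force-coupled to calcium, dye-loaded; compounds added and read 180 s, then EC80 dopamine added and calcium flux tracked kinetically another 180 s.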
D2 potentiator = D2 dopamine receptor (human) potentiation. P14416. HEK293 T-REx D2, calcium flux, EC20 dopamine potentiation. potentiation, % at 10 µM. 340,000 compounds, 0.34% hits;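 active means potentiation over 3 SD above the plate norm, cut at about 30% in these data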; further: 0% is about no effect
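Tetracycline-induced HEK293 T-REx cells force-coupled to calcium signalling expressed D2; compounds were pin-added after a 10 s baseline, read kinetically 180 s, then an EC20 dopamine challenge followed with a further 180 s calcium read.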
D1 PAM = human D1 dopamine receptor positive modulation. 360,000 compounds, 0.036% hits. P21728. potentiation, % at 10 µM. HEK293 TREx D1 cells, calcium flux, dopamine EC20 potentiation; in the data active means potentiation above about 30%; further: 0% is about no effect
D1 agonist = activates the human D1 dopamine receptor. P21728. HEK293 T-REx D1 cells, calcium flux, agonist mode. activation, % at 2 µM. 360,000 compounds, 1% hits; further: 0% is about no effect
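Tetracycline-induced HEK293 TREx D1 cells, force-coupled to calcium signalling, were dye-loaded with a no-wash calcium kit. Compound was pin-added after a 10 s baseline. Fluorescence was read kinetically at 1 cycle/s for 180 s, with calcium rises flagged as agonism.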
D2 ag = activates the human D2 dopamine receptor; P14416; HEK293 T-REx D2 cells, calcium flux agonist mode; activation, % at 2 µM; 340,000 compounds, 0.53% hits; AID 485358;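 active means activation over 3 SD above normal in the single-dose calcium agonist read, cut at about 30% in these data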; further: 0% is about no effect
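HEK293 Trex D2 cells, tetracycline-induced, o/n 30 C 5% CO2; no-wash Ca dye, RT 30–90 min; 10-cycle baseline, 23 nl cpd added, kinetic Ca read 180 s; agonist hits = positive Ca response.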
RXFP1 antagonist = blocks the human relaxin receptor RXFP1. AID 1259400. Q9HBX9. activity change, negative = inhibition, % at 57.5 µM. 350,000 compounds, 0.59% hits. HEK293-RXFP1, relaxin-stimulated cAMP HTRF, 30 min; hits give low values;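 active means activity change of -60% or lower, but not beyond a set lower limit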; further: on the % scale 0 is the no-effect control and ±100 the full control effect
Starred values were filed as active, the others as inactive; x = no result given. Unless noted, no stated cut-off is given here; in the data, active means activation above about 30%; inactive means the rest.

item	canonical_smiles	D2 antag	TRHR ag	TRHR PAM	D1 antagonist	D2 potentiator	D1 PAM	D1 agonist	D2 ag	RXFP1 antagonist
1	CCCOc1ccc(Oc2cc(C)nc(SC)n2)nn1	5	0.2	9	-29	3	1	1	-0.3	4
2	Cc1nnc(SCC(=O)NC2CCCCC2C)s1 (centres undefined)	-12	1.2	6	-17	-4	6	2	1.5	3
3	CN1C=CC=C/C1=C(\C#N)c1nc2ccccc2[nH]1	-3	0.5	-3	5	-9	-3	1	0.9	-22
4	O=C(Nc1cc2c3c(c1)CC(=O)N3CCC2)c1ccccc1Br	-2	0.1	34*	1	-2	-8	0	-0.1	-9
5	O=C(Nc1ccc(Cl)cc1)N(C1=NCCC1)c1ccc(OC(F)F)cc1	-13	7.5	-9	4	-10	-6	28	11	2
6	O=C(O)/C=C\C(=O)Nc1cc(O)ccc1[N+](=O)[O-]	3	-0.2	-3	-14	2	0	3	0.5	2
7	Cc1cc(NC(=O)c2ccc(S(=O)(=O)N(C)C)cc2)n(-c2ccccn2)n1	7	1.4	1	-11	14	0	2	1.5	-5
8	CCOC(=O)c1cnc(-c2ccccc2)nc1N	-5	-1.5	8	-3	x	3	4	0.3	1
9	Cc1ccccc1-c1noc(-c2ccccc2C(=O)NCc2ccco2)n1	x	-0.2	4	1	-2	-4	12	x	2
10	Cc1csc(NC(=O)C2CCCCC2)n1	10	0.1	3	5	3	-8	1	1.3	28
11	CCNc1cc(N2CCN(C3CCCCC3)CC2)c2noc3c2c1C(=O)c1ccccc1-3	x	0.2	1	-2	0	1	0	x	-23
12	CSc1nnc(N2C(=O)C(O)=C(C(=O)c3ccco3)C2c2ccc(F)cc2)s1 (centres undefined)	6	36*	3	8	3	4	128*	23	14
13	CCOc1cc(S(=O)(=O)NCc2cccs2)ccc1Cl	8	-0.3	-1	-37*	11	-3	2	-0.3	1
14	Cc1cccc(C)c1-n1ncc(C(=O)NCc2ccc3c(c2)OCO3)c1C1CCN(C(=O)OC(C)(C)C)CC1	x	-1.8	-6	1	6	3	0	-3.6	-10
15	O=C(c1n[nH]c(=O)c2ccccc12)N1CCN(C2c3ccccc3-c3ccccc32)CC1	9	-0.4	-4	21	23	2	2	0.6	-14
16	CN(CCC1CCOCC1)C(=O)CC1C(=O)NCCN1CC1CCCCC1 (centres undefined)	-1	0.4	5	5	11	1	-1	0.6	-4
17	Cc1noc(C)c1COc1ccc(C(=O)Nc2ccccn2)cc1	-4	-0.2	-3	9	-3	2	5	0.0	2
18	CC(=O)c1ccc(S(=O)(=O)N2CCCC(N(C)CCc3ccccn3)C2)cc1 (centres undefined)	-13	0.0	2	31	-19	-5	1	55*	0
19	Cc1cc(C)nc(/N=C(/NC(=O)Nc2ccc(Cl)c(Cl)c2)Nc2ccccc2)n1	5	-0.6	6	7	-4	9	3	-1.1	x
20	CC(=O)Nc1ccc(NC(=O)Nc2ccc(C)c(C)c2)cc1	x	-0.4	-2	-16	-7	-2	3	x	3
21	CC1CCC(NC(=O)COC(=O)c2cccnc2Cl)CC1 (centres undefined)	4	-0.1	5	-15	1	-6	1	0.1	9
22	CSc1nc(C)c2c(n1)N(c1cccc(C)c1)CC2	6	0.6	0	7	-2	-7	4	-0.1	-28
23	COc1ccc(C(=O)CSc2nnc(NC(=O)C3CC(=O)N(c4ccccc4C)C3)s2)cc1 (centres undefined)	-9	0.5	0	3	3	5	1	2.1	-4
24	COc1ccccc1NC(=O)Cn1c(C)nc2c(sc(=S)n2Cc2ccco2)c1=O	8	0.7	2	-20	-3	-10	3	0.5	0
25	O=C(Cc1ccccc1[N+](=O)[O-])NCc1ccc(Cl)cc1Cl	33*	-0.8	-10	-8	6	1	2	-3.3	-10
26	Fc1ccc(C2=CC(c3cccs3)n3nnnc3N2)cc1 (centres undefined)	13	0.5	-8	3	-3	-3	4	0.1	-4
27	O=C(CCCCN1CCCCC1)c1ccc2c(c1)Cc1ccccc1-2	7	0.1	17	-36*	0	-3	31*	0.2	7
28	Cc1ccc(S(=O)(=O)N2CCc3ccccc3C2CN2C(=O)c3ccccc3C2=O)cc1 (centres undefined)	-4	0.1	14	-9	-5	-7	1	-0.1	13
29	COc1ccccc1NC(=O)c1nn(C)cc1Br	6	-0.2	-4	-1	-19	2	-1	0.5	-5
30	Cc1ccc(NC(=O)C2CCCNC2=O)nc1 (centres undefined)	-6	-0.1	10	4	-2	-2	2	0.4	-17
31	O=S(=O)(Nc1ccc2c(c1)oc1ccccc12)N1CCCC1	-19	-1.4	-5	-25	-8	-5	2	-0.1	-7
32	Cc1ccc(S(=O)(=O)Nc2cccc(C(=O)Nc3cc(C)ccn3)c2)cc1	-2	-0.4	-2	0	6	3	4	0.0	x
33	CN1CCN(C(CNC(=O)C(=O)Nc2ccc(F)cc2)c2cccnc2)CC1 (centres undefined)	x	0.5	-6	-5	-12	-6	23	0.6	-5
34	O=C(NNC(=O)c1ccccc1O)c1ccc(S(=O)(=O)Nc2ccccc2)cc1	0	1.4	12	5	7	0	2	0.1	-19
35	O=C(O)c1ccc(NC(=O)c2ccc(COc3ccccc3)o2)cc1	0	0.4	-7	10	-3	6	1	0.3	-26
36	Cc1cc(NC(=O)CSc2nc3ccccc3c(=O)n2C(C)c2ccccc2)no1 (centres undefined)	-5	0.2	-7	-8	-7	-7	0	-2.3	-12
37	Cc1ccc(Cn2nnnc2CN2CCC(O)(c3ccccc3F)CC2)cc1	-8	-1.8	-3	7	-24	-3	3	-1.2	-17
38	CN1C(=O)C(=O)/C(=C(/O)c2ccccc2)C1c1ccc(Br)cc1 (centres undefined)	7	0.1	1	8	13	3	4	-0.2	3
39	Cc1cc(NC(=O)CSc2nnc(C)n2C)no1	21	0.8	0	-1	15	-4	4	1.1	0
40	Cc1oc(C)c2c(=O)ccc3c(c12)OC(N)=C(C#N)C3c1ccccc1 (centres undefined)	-5	3.3	-4	-1	-7	-6	14	1.9	-11
41	CCc1nnc(NC(=O)CCN2C(=O)c3ccccc3C2=O)s1	15	-0.5	-9	1	13	5	3	-0.1	9
42	O=C(NCCc1ccccn1)C(F)(F)C(F)(F)C(F)(F)C(F)(F)C(F)(F)C(F)F	-9	-1.6	4	11	-2	-6	3	-1.8	2
43	O=C(Nc1ccc2oc(-c3ccccc3)nc2c1)c1cccnc1	-1	0.4	0	-6	7	-1	2	-0.3	-8
44	O=C1C(C=NCCCN2CCCC2=O)=C(O)c2ccccc21	21	-0.2	-3	5	4	-4	3	-0.3	-3
45	CC(=O)NC1=NN(C(C)=O)C2(CCCCC2)S1	x	-0.2	0	4	x	-1	0	x	-7
46	Cc1ccc(NC(=O)NC(=O)CN2CCC(C(N)=O)CC2)c(C)c1	19	0.0	8	-13	0	15	0	0.9	6
47	CCOc1ccc(Nc2ccc(N3C(=O)CCC3=O)cc2[N+](=O)[O-])cc1	x	0.1	48*	6	x	1	0	x	0
48	CC1(C)CC(=O)C2=C(C1)OC(N)=C(C#N)C2Cc1ccccc1 (centres undefined)	-7	-0.2	-7	0	-2	-8	2	0.2	9
49	CCCCNC(=O)Nc1ccccc1Br	10	-0.2	-1	2	-8	-3	3	1.9	6
50	CCOC(=O)Cn1c(O)c(N=NC(=O)CNC(=O)Cc2ccccc2)c2ccccc21	-3	0.2	-3	4	6	-5	2	-0.2	-9
51	Fc1ccc(NC(=S)Nc2ccc(Cl)cc2)cc1	-13	1.3	3	-11	-1	-2	18	1.9	12
52	N/C(Cc1cccc2ccccc12)=N\OC(=O)c1ccc2c(c1)OCO2	-3	-0.1	-9	3	5	2	1	-0.3	-15
53	O=c1[nH]c(SCc2ccccc2)nc2[nH]ncc12	0	0.5	-1	7	10	-2	4	0.1	-4
54	Cc1ccc(C)c(OCCn2c(-c3ccc(Cl)cc3)nc3ccccc3c2=O)c1C	x	1.0	3	4	14	0	3	1.9	-1
55	COc1cc2c(cc1OC)n(CC(=O)c1ccc(C)cc1C)c(=O)n1nc(CCn3nc(C)cc3C)nc21	x	0.4	-6	20	-5	-2	0	0.6	-1
56	Cc1nc2ccc3nc(NC(=O)c4ccc(S(=O)(=O)N5CCOCC5)cc4)sc3c2s1	-19	-0.6	13	10	-4	-5	3	0.6	-18
57	Cc1ccc(C(C)C)c(OCCCN2CC(C)OC(C)C2)c1 (centres undefined)	-7	-0.4	-3	-9	x	-7	2	1.1	-4

Sorted by count of non-hydrogen atoms (descending): 11 of the compounds above.
item	canonical_smiles	D2 antag	TRHR ag	TRHR PAM	D1 antagonist	D2 potentiator	D1 PAM	D1 agonist	D2 ag	RXFP1 antagonist
55	COc1cc2c(cc1OC)n(CC(=O)c1ccc(C)cc1C)c(=O)n1nc(CCn3nc(C)cc3C)nc21	x	0.4	-6	20	-5	-2	0	0.6	-1
50	CCOC(=O)Cn1c(O)c(N=NC(=O)CNC(=O)Cc2ccccc2)c2ccccc21	-3	0.2	-3	4	6	-5	2	-0.2	-9
54	Cc1ccc(C)c(OCCn2c(-c3ccc(Cl)cc3)nc3ccccc3c2=O)c1C	x	1.0	3	4	14	0	3	1.9	-1
42	O=C(NCCc1ccccn1)C(F)(F)C(F)(F)C(F)(F)C(F)(F)C(F)(F)C(F)F	-9	-1.6	4	11	-2	-6	3	-1.8	2
52	N/C(Cc1cccc2ccccc12)=N\OC(=O)c1ccc2c(c1)OCO2	-3	-0.1	-9	3	5	2	1	-0.3	-15
46	Cc1ccc(NC(=O)NC(=O)CN2CCC(C(N)=O)CC2)c(C)c1	19	0.0	8	-13	0	15	0	0.9	6
41	CCc1nnc(NC(=O)CCN2C(=O)c3ccccc3C2=O)s1	15	-0.5	-9	1	13	5	3	-0.1	9
44	O=C1C(C=NCCCN2CCCC2=O)=C(O)c2ccccc21	21	-0.2	-3	5	4	-4	3	-0.3	-3
53	O=c1[nH]c(SCc2ccccc2)nc2[nH]ncc12	0	0.5	-1	7	10	-2	4	0.1	-4
45	CC(=O)NC1=NN(C(C)=O)C2(CCCCC2)S1	x	-0.2	0	4	x	-1	0	x	-7
49	CCCCNC(=O)Nc1ccccc1Br	10	-0.2	-1	2	-8	-3	3	1.9	6

Quoted at random: 2 records from the list
item	canonical_smiles	D2 antag	TRHR ag	TRHR PAM	D1 antagonist	D2 potentiator	D1 PAM	D1 agonist	D2 ag	RXFP1 antagonist
26	Fc1ccc(C2=CC(c3cccs3)n3nnnc3N2)cc1 (centres undefined)	13	0.5	-8	3	-3	-3	4	0.1	-4
19	Cc1cc(C)nc(/N=C(/NC(=O)Nc2ccc(Cl)c(Cl)c2)Nc2ccccc2)n1	5	-0.6	6	7	-4	9	3	-1.1	x
